Screening data: PubChem, National Center for Advancing Translational Sciences (NCATS)
FLuc counter: qHTS profiling assay for firefly luciferase inhibitor/activator using purifed enzyme and Km concentrations of substrates (counterscreen for miR-21 project); Luciferin 4-monooxygenase (Photinus pyralis), P08659; purified FLuc, Km substrates, luminescence inhibition; Potency, µM (titrated, usually from 57.5 µM), inactives show at the highest dose activity change, negative = inhibition, usual class: inhibitors; 360,000 tested, 6.9% active;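 note: plate controls were vehicle for no effect and reference inhibitor for full effect; nearly all actives have a fitted effect of over 55% in size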
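Purified P. pyralis luciferase, 10 nM final, with Km-level 10 uM D-luciferin and 10 uM ATP in 50 mM Tris acetate pH 7.5, 10 mM Mg acetate, 0.01% Tween-20, 0.05% BSA; 6-point qHTS titration about 60 µM downward; luminescence read.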
RORgamma inh: qHTS for inhibitors of ROR gamma transcriptional activity | AID 2551, 2010 | Drosophila S2 Gal4-RORgamma UAS-luciferase reporter, 20 h | Nuclear receptor ROR-gamma (Mus musculus), P51450 | Potency, µM (doses to about 53.6 µM), for the others: at the highest dose activity change, negative = inhibition, actives largely listed as inhibitors | 310,000 tested, 5.4% active; note: % is set by controls: 0 for no effect and ±100 for the full control effect; nearly all actives have a fitted effect of over 60% in size
Target sequence (P51450 whole entry, looked up, the tested form may be a part): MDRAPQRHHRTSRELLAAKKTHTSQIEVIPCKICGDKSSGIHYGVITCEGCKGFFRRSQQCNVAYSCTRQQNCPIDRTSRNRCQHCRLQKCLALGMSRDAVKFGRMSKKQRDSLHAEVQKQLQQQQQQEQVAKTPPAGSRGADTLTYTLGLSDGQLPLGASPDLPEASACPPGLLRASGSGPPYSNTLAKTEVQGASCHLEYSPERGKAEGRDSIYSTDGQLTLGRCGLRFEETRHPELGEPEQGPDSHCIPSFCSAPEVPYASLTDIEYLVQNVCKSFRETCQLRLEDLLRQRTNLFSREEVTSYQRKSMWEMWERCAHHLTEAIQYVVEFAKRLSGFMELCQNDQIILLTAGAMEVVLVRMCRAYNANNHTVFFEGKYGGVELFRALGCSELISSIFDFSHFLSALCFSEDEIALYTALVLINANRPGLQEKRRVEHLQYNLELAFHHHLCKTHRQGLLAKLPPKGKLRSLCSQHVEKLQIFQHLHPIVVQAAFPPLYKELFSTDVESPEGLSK
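Compounds are pin-transferred onto Drosophila Schneider cells expressing a copper-inducible Gal4–ROR gamma transactivation domain fusion. After 1 hr, copper sulfate is added to 700 uM final; luciferase is read 20 hr later.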
Gal4-VP16 FLuc: VP16 counterscreen qHTS for inhibitors of ROR gamma transcriptional activity; Drosophila S2 Gal4-VP16 UAS-luciferase, luminescence, 20 h; Potency, µM (series often up to 53.6 µM), without a hit: at the highest dose activity, negative = inhibition, usual class: inhibitors; 310,000 tested, 3.5% active; AID 2546, 2010;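 note: Gal4-VP16 expression switched on by copper sulfate through the metallothionein promoter; % is set by controls: 0 for no effect and ±100 for the full control effect; nearly all actives have a fitted effect of over 50% in size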
MBNL1-CUG inh: qHTS Assay for Inhibitors of MBNL1-poly(CUG) RNA binding | Muscleblind-like protein 1 (Homo sapiens), Q9NR56 | TR-FRET MBNL1-His/biotin-(CUG)12 binding, 665/545 ratio | Potency, µM (doses to about 57.5 µM), inactives show at the highest dose activity change, negative = inhibition, hits mostly inhibitors | 280,000 tested, 0.036% active | AID 2675, 2010; active = well fitted inhibition curve with a large enough effect in the signal ratio, with a control signal flat, not every such curve was filed as active; inconclusive = small, poorly fitted or top-dose-only effect, or effect the other way, or a change in a side signal; inactive = no such curve, though single readings can be large or run the other way; the % refers to the signal ratio; note: % is set by controls: 0 for no effect and ±100 for the full control effect
Target sequence (Q9NR56 whole entry, looked up): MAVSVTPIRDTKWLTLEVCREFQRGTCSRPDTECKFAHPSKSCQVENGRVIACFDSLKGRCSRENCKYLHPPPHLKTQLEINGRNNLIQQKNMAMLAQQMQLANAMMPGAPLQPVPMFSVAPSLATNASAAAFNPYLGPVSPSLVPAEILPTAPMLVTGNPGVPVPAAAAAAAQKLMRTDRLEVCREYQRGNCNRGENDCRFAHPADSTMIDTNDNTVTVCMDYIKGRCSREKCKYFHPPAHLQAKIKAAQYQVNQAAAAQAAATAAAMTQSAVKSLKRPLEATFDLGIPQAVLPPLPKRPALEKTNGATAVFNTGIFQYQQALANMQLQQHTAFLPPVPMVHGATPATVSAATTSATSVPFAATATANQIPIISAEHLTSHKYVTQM
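TR-FRET between His-tagged MBNL1 and biotin-(CUG)12 RNA, detected with Tb anti-His antibody (0.055 ng/ul) and streptavidin-XL665 (5 nM), 60 min at room temperature. Compounds titrated 92 nM to 58 uM; 665/545 nm ratio normalized to buffer and complex controls.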
ELG1 genotox: qHTS screen for small molecules that induce genotoxicity in human embryonic kidney (HEK293T) cells expressing luciferase-tagged ELG1; HEK293T ELG1-luciferase reporter, luminescence, 16 h; Potency, µM (series often up to 46 µM), inactives show top-dose activity change, positive = activation, hits mostly activators; 330,000 tested, 1.3% active; AID 504466, 2011; note: % of control where 0% means no effect; nearly all actives have a fitted effect of over 60% in size
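Luminescence read-out: rising ELG1-luciferase signal, reflecting elevated ELG1 protein under genetic stress, flags genotoxic compounds. Cells were treated for 16 hr at 37 °C before ONE-Glo detection.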
BRCA1 expr act: qHTS Assay to Identify Small Molecule Activators of BRCA1 Expression | Potency, µM (titrated, usually from 46.1 µM), inactives show at the highest dose activation, most hits filed as activators | MCF7-BRCA1-FFLuc reporter, luminescence, 48 h; response scale: scaled: vehicle 0%, 10 µM genistein 100% | 380,000 tested, 1.1% active; note: nearly all actives have a fitted effect of over 80% in size; some results filed as inactive show a strong effect at the top dose
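Reporter cells (MCF7, BRCA1 promoter-firefly luciferase) received library compounds across a concentration series for 48 h. End-point luminescence was measured and concentration-effect curves derived after normalization.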
p53 reactivation: qHTS assay for re-activators of p53 using a Luc reporter; H1299 p53-A138V BP100-luciferase reporter, luminescence, 24 h; Potency, µM (titrated, usually from 92.2 µM), inactives show at the highest dose activity change, positive = activation, most hits filed as activators; 320,000 tested, 0.063% active; note: % of control where 0% means no effect; nearly all actives have a fitted effect of over 45% in size
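p53-null H1299 cells stably carrying temperature-sensitive p53-A138V and a BP100-luciferase reporter were pinned with compounds (4-point, 1:5 series) and held 24 hrs at 37 deg C. Luminescence was read 10 min after detection reagent.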
Rab9 prom act: qHTS Assay for Rab9 Promoter Activators; Huh7 Rab9 promoter-luciferase reporter, luminescence, 24 h; Potency, µM (titrated, usually from 9.22 µM), for inactives: at the top dose activation, negative = inhibition, hits mostly activators; 320,000 tested, 2.8% active; AID 485297, 2010; note: % of control where 0% means no effect; nearly all actives have a fitted effect of over 60% in size
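Quantitative HTS format; Huh7 Rab9-luciferase reporter cells (1500/well) receive compound 2 h post-plating, incubate 24 h at 37 °C, then get luciferase reagent for 10 min before luminescence reading.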
uPA generation: qHTS for Inhibitors of Cell Surface uPA Generation; cell surface uPA generation assay, qHTS; Potency, µM (doses to about 38.3 µM), for the others: top-dose activity change, negative = inhibition, hits mostly inhibitors; 330,000 tested, 0.31% active; AID 540303, 2011; active = well fitted inhibition curve with a large enough effect; inconclusive = small, poorly fitted or top-dose-only effect; inactive = no such curve, though single readings can be large or run the other way; tested in mouse RAW 264.7 cells; note: % is set by controls: 0 for no effect and ±100 for the full control effect; nearly all actives have a fitted effect of over 55% in size
NPC1 prom act: qHTS Assay for NPC1 Promoter Activators; 320,000 tested, 2.4% active; Potency, µM (top dose mostly 9.22 µM), for the others: top-dose activation, usual class: activators; Huh7 NPC1 promoter luciferase reporter, 24 h; AID 485313, 2010;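 note: % of control where 0% means no effect; nearly all actives have a fitted effect of over 60% in size; reporter is driven by a mutant NPC1 promoter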
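Luminescence read-out of NPC1 promoter-driven luciferase in stably transfected Huh7 cells; compounds delivered in DMSO and left 24 h at 37C, 5% CO2, qHTS titration format.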
* hit, by the source's call; u = inconclusive; x = no result given; [ ] = another dose, or the depositor's remark. Unless noted, calls come from the whole dose curve; as a rule, active = well fitted curve in the direction sought with a large enough effect; inconclusive = small, poorly fitted or top-dose-only effect, or another doubt; inactive = no such curve, though single readings can be large; an effect the other way counts as inactive or inconclusive. Potency is the fitted concentration of half-maximal effect. Random draw from the library; any-hit rate near 13%.

SMILES	FLuc counter	RORgamma inh	Gal4-VP16 FLuc	MBNL1-CUG inh	ELG1 genotox	BRCA1 expr act	p53 reactivation	Rab9 prom act	uPA generation	NPC1 prom act
COc1cc(CC(NC(C)=O)C(=O)NC2CCN(c3c4c(nc5ncnn35)CCC4)CC2)cc(OC)c1 (stereo not drawn)	0%	3%	6%	15%	1%	x	-2%	0%	x	0%
COC(=O)CN(Cc1ccccc1)S(=O)(=O)c1ccc(OC)c(OC)c1	-2%	-2%	9%	-1%	2%	5%	8%	-3%	-2%	-1%
CC(C)Sc1nnc(NC(=O)C2CC2)s1	-20%	-14%	-13%	-4%	u	64%	u	24%	2%	19%
C[C@H](NC(=O)c1nc[nH]c1C(=O)NC(c1ccccc1)c1ccccc1)C(=O)OC(C)(C)C	0%	2.5µM*	4.5µM*	2%	-7%	-73%[inhibitor]	-4%	-2%	1%	-3%
N#Cc1nc(Cc2cccc3ccccc23)oc1NCCN1CCOCC1	-2%	11%	4%	2%	-5%	-57%	-3%	0%	x	-2%
CCN(Cc1ccccc1)S(=O)(=O)c1ccc(C(=O)Nc2nnc(C)o2)cc1	4%	0.56µM*	0.56µM*	-4%	-11%	-22%	-9%	-2%	-13%	-6%
COc1ccc(S(=O)(=O)Nc2c(C(=O)O)[nH]c3ccc(OC)cc23)cc1	-18%	0%	13%	21%	0%	-29%	2%	-4%	9%	-1%
CCN(CC)C(=O)c1cc2sc3ccccc3c2s1	9.5µM*	10%	-11%	18%	u	u	u	3.2µM*	-2%	2.8µM*
Cc1sc2ncnc(SCC(=O)c3cccs3)c2c1C	-17%	u	-17%	68%[activator]	12%	67%	17%	u	1%	25%
O=C(OCC(=O)N1CCCCCC1)c1cnc(Cl)c(Cl)c1	-5%	x	x	x	8%	-46%	u	2%	6%	0%
CCC1C(=O)CC(c2ccco2)NC1c1ccco1 (stereo not drawn)	1%	39%	9%	0%	5%	-9%	9%	1%	-7%	-6%
CCN1CCN(S(=O)(=O)c2ccc3c(c2)NC(=O)CS3)CC1	1%	-7%	-15%	-1%	5%	0%	3%	0%	5%	0%
CCCn1c(SCC(=O)Nc2ccc(C(=O)Nc3ccccc3OC)cc2)n[nH]c1=O	-1%	5%	10%	1%	-7%	0%	-1%	-8%	2%	-4%
CC1CC(C)CN(C(=O)c2ccc3ncsc3c2)C1 (stereo not drawn)	-1%	x	x	x	0%	-22%	2%	2%	-4%	-1%
COc1ccc(N2CC(C(=O)OCC(=O)c3ccc(C)cc3)CC2=O)cc1 (stereo not drawn)	u	0%	2%	-13%	-1%	-17%	3%	-1%	16%	-2%
COCCNC(=O)C(=O)N/N=C(\C)CC(=O)Nc1ccc(Cl)cc1Cl	-1%	-45%	u	x	1%	-19%	-2%	-2%	-7%	-4%
CCOc1ccc(Oc2ccccc2NC(=O)CN2C(=O)NC3(CCCC3)C2=O)cc1	5%	x	x	x	-3%	-31%	-1%	-5%	2%	-4%
CC(C)(C)OC(=O)N1CCC(CC2CC(c3ccncc3)=NO2)(C(=O)O)CC1 (stereo not drawn)	3%	x	x	x	0%	7%	1%	-2%	9%	3%
C/C(CCc1ccccc1)=N\NC(=O)c1ccc(CN2CCOCC2)cc1	3%	-43%	-1%	1%	0%	-18%	5%	3%	0%	-3%
O=C(NC1(C(F)(F)F)N=C(c2ccccc2)NC1=O)c1ccccc1 (stereo not drawn)	9%	-6%	u	-1%	4%	-22%	-7%	-2%	7%	0%
O=C(c1ccccc1Cl)N1N=C(c2ccc(Br)cc2)CC1c1nc2ccccc2[nH]1 (stereo not drawn)	u	u	u	11%	-5%	-62%	4%	14%	-8%	-1%
CCn1c(=N)c(S(=O)(=O)c2ccccc2)cc2c(=O)n3ccccc3nc21	2%	-11%	-4%	u	6%	13%	-2%	-10%	-1%	-4%
COc1ccc(Cc2nc(-c3cccc(C)c3)no2)cc1	13µM*	43%	8%	1%	u	u	u	u	3%	u
CC(C)OC(=O)c1nnc(Cc2ccc(F)cc2)o1	-1%	10%	1%	4%	4%	1%	6%	3%	12%	-1%
Cc1ccc(N=Nc2c(O)[nH]c3ccc(F)cc23)cc1	u	-3%	-1%	x	u	u	23%	2.8µM*	0%	3.2µM*
O=C(CSc1cccc2cccnc12)OCC(=O)c1ccc(Br)cc1	u	-43%	-9%	12%	-4%	-16%	0%	10%	-6%	6%
COc1ccc(NC(=S)NC(=O)c2ccccc2)cn1	13µM*	x	x	-2%	u	11µM*	x	1.8µM*	-23%	u
CC1=C(C(=O)NCc2ccc3c(c2)OCO3)C2(CCC(C)CC2)OC1=O (stereo not drawn)	12%	12%	6%	u	-10%	-2%	2%	-3%	5%	-9%
O=C(CC1Sc2ccccc2NC1=O)NNC(=O)Nc1ccc(Cl)cc1 (stereo not drawn)	1%	-5%	-1%	-13%	-2%	2%	-5%	1%	2%	1%
CN(C)S(=O)(=O)N1CCC(CO)(Cc2cccc(C(F)(F)F)c2)CC1	0%	34%	-2%	4%	-9%	-6%	-3%	-12%	x	-1%
O=C1c2ccccc2C(=O)N1CNc1ccccc1	5%	7%	-3%	4%	0%	-3%	9%	-2%	0%	-2%
O=C(NC(n1ccc(=O)[nH]c1=O)C(Cl)(Cl)Cl)C12CC3CC(CC(C3)C1)C2 (stereo not drawn)	2%	-13%	-15%	-4%	3%	-6%	-6%	1%	3%	11%
COc1ccc(N/C(=N\c2nc(C)cc(C)n2)NC(C)=O)cc1OC	1%	7%	u	-2%	0%	0%	0%	-4%	-1%	1%
CCc1nn(C(C)C(=O)NCCc2ccc(OC)c(OC)c2)c(=O)c2cc3occc3n12 (stereo not drawn)	9%	10%	-1%	5%	2%	18%	-9%	-3%	-7%	1%
Cc1cccc2sc(N(CCCN(C)C)C(=O)c3ccc(C(=O)c4ccccc4)cc3)nc12	1%	u	u	7%	-3%	-63%	17%	-5%	-6%	7%
CCOc1ccccc1C(=O)Nc1cnn(Cc2ccc(F)cc2)c1	0%	21%	-6%	x	0%	-33%	-6%	-2%	0%	0%
CCCOc1ccc(C(=O)Nc2ccc(S(=O)(=O)N3C[C@@H]4C[C@@H](C3)c3cccc(=O)n3C4)cc2)cc1	0%	x	x	x	0%	-58%	-3%	-2%	u	8%
CCc1ccc(S(=O)(=O)Nc2ccc(-c3ccc4nncn4n3)cc2)s1	1%	x	x	x	6%	-30%	-1%	0%	1%	-3%
CC(C)(CO)NC(=O)CCCOc1ccc(Cl)cc1Cl	u	-1%[0.365 µM]	x	8%	11µM*	80%	5%	u	x	u
CC(C)COc1cccc(C(=O)NC(=S)Nc2cccc(NC(=O)c3ccccc3Cl)c2)c1	13%	6.3µM*	5.6µM*	-6%	3%	-6%	8%	-7%	6%	0%
COC(=O)CCC(=O)Nc1cccc([N+](=O)[O-])c1	3%	-1%	1%	u	1%	-1%	0%	0%	8%	-1%
Cc1c(C(=O)NNC(=O)c2cccnc2)cccc1[N+](=O)[O-]	x	x	x	x	0%	4%	4%	x	16%	x
CC(=O)N(C)c1ccc(NC(=O)N2CCOCC2)cc1	-1%	7%	3%	-7%	3%	-2%	-2%	-2%	2%	-2%
COCCNS(=O)(=O)c1ccc(-c2ccc(C)cc2)cc1	-17%	u	-16%	-4%	-6%	-38%	5%	-6%	x	0%
COCCNC(=O)COC(=O)/C=C/c1cnc2ccccc2n1	-5%	26%	5%	13%	3%	4%	7%	-5%	x	-2%
CCC(CO)Oc1cc(NCc2ccccn2)c2ncn(C(C)C)c2c1 (stereo not drawn)	x	x	x	x	2%	-6%	-4%	x	2%	x
CC(=O)c1ccc(-c2nnc(CCC(=O)N(C)Cc3cccc4cnccc34)o2)s1	1%	1%	-2%	u	-4%	2%	-5%	1%	0%	1%
CN(CCOC(=O)c1ccccc1)Cc1ccccc1	-4%	-10%	-3%	x	3%	5%	9%	-5%	2%	0%
CCOC(=O)c1c(-c2ccccc2)csc1NC(=O)c1ccc(S(=O)(=O)N2CC(C)OC(C)C2)cc1 (stereo not drawn)	1%	40%	-20%	-7%	-13%	1%	-3%	-5%	x	0%
COc1ccccc1C1CC(c2ccc(NS(C)(=O)=O)cc2)=NN1S(=O)(=O)c1ccccc1 (stereo not drawn)	-1%	-16%	16%	6%	3%	-20%	-4%	7%	1%	-5%
